# D1 potentiator = enhances dopamine response at the human D1 receptor. P21728. HEK293 TREx D1 cells, calcium flux, dopamine EC20 potentiation. potentiation, % at 10 µM. 360,000 compounds, 0.036% hits. AID 504651; in the data active means potentiation above about 30%; further: 0% is about no effect
# Target sequence (P21728 whole entry, looked up): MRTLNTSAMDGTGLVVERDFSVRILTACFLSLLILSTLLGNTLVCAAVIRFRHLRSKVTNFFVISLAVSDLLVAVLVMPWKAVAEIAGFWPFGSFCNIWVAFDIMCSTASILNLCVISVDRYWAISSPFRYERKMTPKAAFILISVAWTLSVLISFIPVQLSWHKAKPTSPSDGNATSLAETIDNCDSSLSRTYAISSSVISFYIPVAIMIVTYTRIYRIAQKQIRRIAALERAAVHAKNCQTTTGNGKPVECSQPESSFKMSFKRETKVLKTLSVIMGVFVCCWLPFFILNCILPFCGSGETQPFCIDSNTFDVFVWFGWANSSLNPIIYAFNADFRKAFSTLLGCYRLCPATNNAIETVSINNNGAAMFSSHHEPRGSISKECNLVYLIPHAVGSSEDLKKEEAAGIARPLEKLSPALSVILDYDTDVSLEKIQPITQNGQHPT
# D2 antag = antagonizes the human D2 dopamine receptor. P14416. HEK293 TREx D2 cells, calcium flux, dopamine EC80. inhibition, % at 10 µM. 340,000 compounds, 2% hits. AID 485344; in the data active means inhibition above about 30%; further: 0% is about no effect
# Target sequence (P14416 whole entry, looked up): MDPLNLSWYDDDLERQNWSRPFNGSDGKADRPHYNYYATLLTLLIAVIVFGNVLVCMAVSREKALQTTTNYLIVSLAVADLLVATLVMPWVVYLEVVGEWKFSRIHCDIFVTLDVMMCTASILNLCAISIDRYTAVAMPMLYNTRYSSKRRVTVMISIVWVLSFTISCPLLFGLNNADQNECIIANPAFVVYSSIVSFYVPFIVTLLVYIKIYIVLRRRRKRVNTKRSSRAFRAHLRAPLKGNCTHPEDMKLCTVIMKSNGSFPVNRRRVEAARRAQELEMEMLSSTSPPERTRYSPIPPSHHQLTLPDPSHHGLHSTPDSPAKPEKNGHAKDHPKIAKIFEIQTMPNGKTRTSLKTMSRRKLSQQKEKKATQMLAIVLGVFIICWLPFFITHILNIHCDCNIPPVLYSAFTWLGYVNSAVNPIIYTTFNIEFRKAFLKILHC
#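 Overnight-induced (tetracycline, 30 C) HEK293 T-REx cells carrying force-coupled D2 receive a no-wash calcium dye, then compound, then EC80 dopamine at 180 s; signals are read kinetically throughout.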
# D1 agonist = human D1 receptor agonism. HEK293 T-REx D1 cells, calcium flux, agonist mode. activation, % at 2 µM. 360,000 compounds, 1% hits. AID 504660. P21728; further: 0% is about no effect
#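 Inducible HEK293 T-REx D1 cells, force-coupled to calcium signalling, were plated at 4000 cells/well with tetracycline and held overnight at 30 C. After no-wash calcium dye loading, compound-evoked calcium rise over 180 s flagged agonists.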
# D2 ag = D2 dopamine receptor (human) agonism; 340,000 compounds, 0.53% hits; HEK293 T-REx D2 cells, calcium flux agonist mode; activation, % at 2 µM; P14416;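 active means activation over 3 SD above normal in the single-dose calcium agonist read, cut at about 30% in these data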; further: 0% is about no effect
#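 Calcium-flux readout, 1 cycle/sec over 180 s following compound pin transfer, in inducible HEK293 Trex D2 cells (force-coupled); dopamine controls included. Positive calcium responses during this window marked compounds as potential agonists.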
# RXFP1 antag = blocks the human relaxin receptor RXFP1. HEK293-RXFP1, relaxin-stimulated cAMP HTRF, 30 min; hits give low values. activity change, negative = inhibition, % at 57.5 µM. 350,000 compounds, 0.59% hits. AID 1259400;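 active means activity change of -60% or lower, but not beyond a set lower limit; inconclusive means change between -60% and -40%, or beyond the set limit; inactive means change above -40%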; further: on the % scale 0 is the no-effect control and ±100 the full control effect
# TRHR ag = activates the human TRH receptor; TRHR cells, calcium flux fluo-8, FDSS agonist mode; P34981; activation, % at 2 µM; AID 493084; 360,000 compounds, 0.18% hits; further: 0% is about no effect
#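 Steps: seed TRHR cells overnight; add fluo-8 no-wash Ca dye, RT 30 min–1.5 h; record 10 s baseline; pin-transfer compounds; monitor fluorescence 1 cycle/s for the agonist window. Calcium increases flag candidate agonists.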
# TRHR PAM = TRH receptor (human) allosteric enhancement; enhancement, % at 2 µM; AID 493056; TRHR cells, fluo-8 calcium fluorescence, EC20 TRH enhancement; P34981; 360,000 compounds, 0.66% hits; in the data active means enhancement above about 30%; further: 0% is about no effect
#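 TRHR-expressing cells loaded with fluo-8 calcium dye were read kinetically (ex 480/em 530) during compound addition, then stimulated with an EC20 of TRH (10 nM final). Enhancement of the Gq-mediated intracellular calcium response was scored.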
# D2 PAM = D2 dopamine receptor (human) potentiation | HEK293 T-REx D2, calcium flux, EC20 dopamine potentiation | potentiation, % at 10 µM | P14416 | 340,000 compounds, 0.34% hits;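 active means potentiation over 3 SD above the plate norm, cut at about 30% in these data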; further: 0% is about no effect
#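 Potentiation of an EC20 dopamine calcium response is measured in a force-coupled, tetracycline-inducible Hek293 Trex D2 line. Compound-only kinetic reads over 180 s flag agonists before dopamine addition.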
# D1 antag = human D1 dopamine receptor antagonism. P21728. HEK293 TREx D1 cells, calcium flux, dopamine EC80; hits give low values. activity change, negative = inhibition, % at 10 µM. 360,000 compounds, 3.2% hits; in the data active means activity change below about -30%; further: on the % scale 0 is the no-effect control and ±100 the full control effect
#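 HEK293 T-REx cells expressing inducible, force-coupled D1 receptor; no-wash Ca dye, 30–90 min RT. Cmpd → 180 s read at 1 Hz → EC80 DA → 180 s read.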
# * hit, by the source's call; u = inconclusive; x = no result given. Unless noted, no stated cut-off is given here; in the data, active means activation above about 30%; inactive means the rest.
SMILES,D1 potentiator,D2 antag,D1 agonist,D2 ag,RXFP1 antag,TRHR ag,TRHR PAM,D2 PAM,D1 antag
CC(C)OCCCNC(=O)COCC(=O)Nc1ccc(OCCc2ccccc2)cc1,-1,12,10,0.8,1,-0.6,-6,4,-20
O=[N+]([O-])c1ccc(OCCCOc2cccc3cccnc23)cc1,4,-1,0,2.8,-22,-1.1,3,9,-11
O=C(COc1ccccc1)N1CCN(c2ncnc3c2cnn3-c2ccccc2)CC1,-4,2,5,-2.2,1,-0.1,3,28,-6
N#Cc1ccccc1NC(=O)CSc1ccc([N+](=O)[O-])cn1,8,1,-1,-0.6,-20,-0.3,21,-1,4
CCOC(=O)c1c(C)oc2ncnc(Nc3ccc(OC)c(OC)c3)c12,-2,x,1,-0.3,-7,-0.6,1,10,7
Cc1ccc(NC(=O)CSc2nnc(/N=C/N(C)C)s2)cc1,-1,-19,3,-0.1,-8,0.4,0,19,5
CCC(=O)N1c2ccccc2CC1C(=O)N1CCN(c2cccc(OC)c2)CC1 (stereo not drawn),0,x,0,-0.8,-3,-0.3,-6,-6,-6
O=C1CN(C(=O)/C=C/c2ccc(Br)cc2)CCN1,6,x,3,x,-3,0.5,2,x,-5
O=C(Nc1ccc(C(F)(F)F)cc1Cl)c1ccc(Cn2cc(Br)cn2)o1,5,37*,7,1.7,-1,1.3,-10,-22,3
COc1ccc(N/C=C/C(=O)c2cc(OC)c(OC)c(OC)c2)cc1,-13,16,2,0.5,6,-0.8,0,7,11
NC(=O)C(=O)N/N=C1\CCc2ccccc21,-2,23,1,1.7,-14,-0.3,3,0,-4
CCOCCCn1c(SCC(=O)Nc2ccc(OC)cc2OC)nc2ccccc2c1=O,3,x,-2,x,9,-0.3,20,7,14
C/C(=N\NC(=O)c1c(Br)c(C)nn1C)c1cccc(NC(=O)C2CCC2)c1,0,-3,0,0.5,-4,0.0,3,-6,-2
CCn1c(=O)c2sccc2n2c(CCC(=O)Nc3ccc(OC)c(Cl)c3)nnc12,0,x,-3,x,x,-1.1,12,4,-7
Cc1cccc(Nc2nnc(SCC(=O)N(C)C3CCS(=O)(=O)C3)s2)c1C (stereo not drawn),-6,-10,1,-0.7,-2,0.3,3,8,-13
Cc1ccc(Cl)cc1NC(=O)C(=O)N/N=C/c1ccc2c(c1)OCO2,-5,-2,-1,0.6,5,-0.5,16,3,16
Oc1ccccc1C1CCCCC1c1ccccc1 (stereo not drawn),-4,-18,5,0.4,u,-2.4,3,3,-39*
CCOCCCNC(=O)C1CCC(CNS(=O)(=O)c2ccc(F)cc2)CC1 (stereo not drawn),-4,-17,1,0.6,9,0.8,-1,1,-26
Cc1ccccc1CCNC(=O)c1ccc(NC(=O)N2CC(C)Sc3ccccc32)cc1 (stereo not drawn),-2,x,2,0.1,-11,-0.1,21,-7,8
Cc1nc(-c2ccc(S(=O)(=O)Oc3ccc(Cl)cc3Cl)s2)cs1,-3,-24,18,1.4,-17,1.5,5,-1,6

# Looked up one by one from the entries so far:
SMILES,D1 potentiator,D2 antag,D1 agonist,D2 ag,RXFP1 antag,TRHR ag,TRHR PAM,D2 PAM,D1 antag
O=C(COc1ccccc1)N1CCN(c2ncnc3c2cnn3-c2ccccc2)CC1,-4,2,5,-2.2,1,-0.1,3,28,-6
Cc1ccccc1CCNC(=O)c1ccc(NC(=O)N2CC(C)Sc3ccccc32)cc1 (stereo not drawn),-2,x,2,0.1,-11,-0.1,21,-7,8
Cc1cccc(Nc2nnc(SCC(=O)N(C)C3CCS(=O)(=O)C3)s2)c1C (stereo not drawn),-6,-10,1,-0.7,-2,0.3,3,8,-13
Cc1ccc(NC(=O)CSc2nnc(/N=C/N(C)C)s2)cc1,-1,-19,3,-0.1,-8,0.4,0,19,5

# The list goes on:
SMILES,D1 potentiator,D2 antag,D1 agonist,D2 ag,RXFP1 antag,TRHR ag,TRHR PAM,D2 PAM,D1 antag
COc1ccc(/C=N/Nc2nc(-c3ccc(Cl)cc3)cc(C(F)(F)F)n2)cc1OC,-6,-6,4,-1.3,-21,-0.8,1,-5,-17
CCc1ccc(-n2nc(C)c3c(C)cc(=O)n(CC(=O)N(CC)Cc4ccccc4)c32)cc1,-2,x,4,0.8,x,0.9,7,-8,6
Cc1ccc(C)c(NC(=O)Nc2cccc(-c3cn4cccnc4n3)c2)c1,-3,x,-1,0.0,x,0.0,1,-5,7
COc1ccccc1CN1CCNC(=O)C1CC(=O)NCc1csc(C)n1 (stereo not drawn),0,-3,0,-2.4,-2,-4.7,-1,12,-8
O=C(CSc1nnc(-c2cccc(F)c2)o1)N1CCOCC1,-2,-9,1,-3.3,1,-1.3,1,x,-1
Cc1ccc(N2C(=O)/C(=C/c3cccnc3)SC2=S)cc1,-3,-2,5,-0.2,-8,-0.4,6,-8,0
CCN(CC)c1nc(C(N)=O)cc(-c2ccccc2)n1,8,0,4,-0.2,-7,0.2,5,-5,1
CCc1nnc(NC(=O)CN2CCN(Cc3ccc(C)cc3)CC2)s1,-6,3,-4,0.4,-4,0.4,-5,-6,-10
C=CCn1c(N)cc(=O)nc1SCC(=O)N(c1ccccc1)c1ccccc1,3,12,0,-0.8,-13,0.4,-3,-5,x
Cc1ncc([N+](=O)[O-])n1CC(=O)Nc1ccccc1,-5,-4,7,6.4,2,0.3,0,-6,1
Fc1ccc(-n2ncc3c(Nc4ccc(Oc5ccc(Cl)cc5)cc4)ncnc32)cc1,-2,x,-2,x,-3,0.9,6,5,-27
O=C1NCCCC2c3c(cc(Br)c(O)c3Br)OC12N1CCCCC1 (stereo not drawn),-3,3,-1,0.6,-17,-0.4,-3,4,x
Cc1nn(C)cc1S(=O)(=O)N1CCN(c2ccccc2F)CC1,-2,-9,0,6.9,-5,0.2,5,15,5
Cc1ccc(S(=O)(=O)N(CC(=O)Nc2ccccc2)C(=O)N2CCN(C)CC2)cc1,-4,-13,2,0.2,-2,0.5,-9,8,10
Cc1cccc(-c2noc(CCCC(=O)N3CCOCC3)n2)c1,4,x,8,x,5,0.2,-8,2,-7
COc1ccc(S(=O)(=O)N2CCOCC2)cc1NC(=O)CCc1cc(OC)c(OC)c(OC)c1,x,22,6,0.5,18,-0.1,2,-8,-5
CCCOC(=O)c1cccc(NC(=O)c2cccnc2)c1,-9,-9,1,-2.7,-6,-0.3,-4,-3,-19
CCOc1cc(N2CCOCC2)c(OCC)cc1NC(=O)c1ccc2ccccc2n1,-5,-15,2,0.0,-28,-0.7,1,10,2
Cc1nnc2ccc(-c3cccc(NC(=O)c4ccco4)c3)nn12,-12,4,0,-0.9,-11,2.9,-7,5,-33*
COc1ccc(C2C(=O)N(C3CCCCC3)CC(=O)N2Cc2ccco2)cc1 (stereo not drawn),2,-5,1,-0.1,1,-0.3,-3,4,2
O=C(Cc1ccc(S(=O)(=O)N2CCCC2)s1)N1CCN(c2ccccc2)CC1,-1,-1,2,-0.8,-9,-0.9,0,-2,-7
O=C(c1ccc([N+](=O)[O-])cc1[N+](=O)[O-])N1CCCC1,-3,6,0,-1.2,16,0.0,5,6,4
CC(=O)c1cccc(S(=O)(=O)N2CCC(C(=O)NC3CCCC3)CC2)c1,-10,-7,2,0.0,-7,-0.3,1,0,-15
COc1ccc(Cn2ccnc2)cc1Br,-8,6,11,-0.1,8,-0.5,-1,15,0
COc1ccc(CNC(=O)CN2CCC(NC(=O)c3ccccc3C)CC2)cc1,-6,11,2,0.3,1,-0.1,-3,-10,-15
CCOc1ccc(C(C)=O)cc1CN1C(=O)NC2(CCCCCC2)C1=O,-5,5,12,-0.6,-101*,4.4,-4,-6,12
COc1cc(/C=N/n2c(C)nc3ccccc3c2=O)ccc1O,8,-24,3,-0.3,-6,-0.9,1,-1,-7
CCCS(=O)(=O)N1CCC(C(=O)NCCN(C)Cc2ccccc2)CC1,2,-5,-1,0.0,-3,0.6,-2,-4,7
CCOc1ccc2[nH]cc(C(=O)NCc3ccc(F)cc3)c(=O)c2c1,-4,-19,1,-1.1,1,-1.2,-4,9,-17
O=C(Cn1cnc2ccccc2c1=O)Nc1ccc2c(c1)OCCO2,12,7,1,0.0,-10,-0.3,5,-2,2
O=c1c2ccccc2nc(-c2ccc(Cl)cc2Cl)n1CCCn1ccnc1,-7,x,1,x,-2,0.2,-1,-12,4
COc1ccc(Br)cc1CNC(=O)c1ccc2c(c1)nc1n2CCC(C)C1 (stereo not drawn),-2,x,1,-0.2,-16,-0.6,-2,-7,3
CC(C)CCNC(=O)/C=C/c1ccc(Br)cc1,-3,-39,5,-0.4,-12,-0.5,2,-25,-6
c1ccc2c(c1)OCCOCCOCCOCCOc1ccccc1OCCOCCOCCO2,-11,7,22,6.9,-6,0.8,-7,-7,-32*
COc1cccc(CNCC2CCCO2)c1 (stereo not drawn),-10,8,2,-0.2,-5,0.3,2,-6,-3
Cc1cc(C)c[n+](C2=C([O-])c3ccccc3C(=O)/C2=N\S(=O)(=O)c2cccs2)c1,-2,2,4,-1.1,0,-0.1,2,-9,-7
Cc1ccc(C)c(S(=O)(=O)N2CCN(C(=O)[C@@H](NC(=O)c3ccc(F)cc3)C(C)C)CC2)c1,0,-9,1,-0.6,1,-1.2,-3,-1,0
COc1ccc2c(c1OC)C(=O)N1C2SC[C@H]1C(=O)NC1CCCC1 (stereo partly drawn),-1,-15,1,0.4,16,-0.2,-3,4,-5
O=C(OC1CCOC1=O)C1CCN(S(=O)(=O)c2ccccc2)CC1 (stereo not drawn),x,-19,4,0.1,-9,0.5,-2,-1,1
O=S(=O)(Nc1nc2ccccc2nc1NCC1CCCO1)c1cc(Cl)ccc1Cl (stereo not drawn),-7,-11,9,-0.7,-9,0.0,1,1,-13
O=C(CSc1nnc2[nH]c(=O)cc(-c3ccccc3)n12)Nc1ccc(F)cc1F,2,x,2,0.5,-2,0.0,-9,-8,x
Cc1ccc(OCc2ccc(-c3nc(C#N)c(N4CCN(c5cccc(Cl)c5)CC4)o3)o2)cc1,0,x,0,-0.7,0,1.2,14,-19,-7
O=c1c2cccnc2[nH]c(=S)n1CCCN1CCN(c2ccc(F)cc2)CC1,-9,101*,2,54*,4,0.5,13,-24,-11
COc1cccc(C2c3[nH]c4ccccc4c3C[C@H]3C(=O)N(CCCOC(C)C)CC(=O)N23)c1 (stereo partly drawn),-3,-28,3,2.1,0,-0.8,-6,11,20
COc1ccc2c(c1)oc(=O)c1c3ccccc3[nH]c21,19,2,6,-0.1,-5,-2.0,1,-4,-15
COc1cc2ccccc2cc1C(=O)Nc1ccc(C)cc1,2,1,8,-0.5,-16,-0.2,-7,14,-26
O=c1nc(N(c2ccccc2)c2ccccc2)[nH]c(=O)[nH]1,4,-6,1,-0.2,4,1.5,2,-1,3

# Rewritten bar-delimited: 3 of the compounds above.
SMILES | D1 potentiator | D2 antag | D1 agonist | D2 ag | RXFP1 antag | TRHR ag | TRHR PAM | D2 PAM | D1 antag
O=c1c2cccnc2[nH]c(=S)n1CCCN1CCN(c2ccc(F)cc2)CC1 | -9 | 101* | 2 | 54* | 4 | 0.5 | 13 | -24 | -11
O=c1nc(N(c2ccccc2)c2ccccc2)[nH]c(=O)[nH]1 | 4 | -6 | 1 | -0.2 | 4 | 1.5 | 2 | -1 | 3
COc1cc2ccccc2cc1C(=O)Nc1ccc(C)cc1 | 2 | 1 | 8 | -0.5 | -16 | -0.2 | -7 | 14 | -26
